MT stabilizer = microtubule stabilizers in HeLa cells; HeLa tubulin immunostaining HCS, 24 h; share of cells brighter than vehicle mean+2SD; % tubulin-high responders, % at 10 µM; hit rate 0.83% among 200,000; AID 2205;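 active means plate Z-score above 3 for both tubulin-high and condensed-nucleus cell shares, with cell loss under 80%, at 10 µM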;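 further: anti alpha tubulin signal scored within the nucleus-defined area of each cell; some results filed as inactive read as strong as hits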
Hep lipid drop = hepatic lipid droplet formation modulation | AML12 mouse hepatocytes, oleate lipid droplets, BODIPY imaging | hit rate 0.4% among 240,000 | inhibition, % at 6.5 µM | AID 1656;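 active means lipid droplet intensity inhibited by at least 50%, with more than 500 cells counted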
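Test system: AML12 mouse liver cells; schedule: overnight exposure; technique: high-content imaging of BODIPY-stained droplets and DAPI nuclei; read-out: % inhibition of corrected integrated BODIPY droplet signal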
WT yeast gro inh = growth inhibition of WT yeast, mitochondrial fusion screen; hit rate 2.1% among 190,000; inhibition, % at 10 µM; mitochondrial fusion phenotypic screen, WT strain; AID 1362; in the data active means inhibition above about 58%; tested in S. cerevisiae
Ins promoter up = MIN6 insulin promoter up-regulation; MIN6 insulin promoter-GFP reporter, high-content imaging; hits give high values; hit rate 0.3% among 190,000; z-score at 5 µM;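 active means z-score above 3 at 5 µM with at least 500 cells counted in the well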
Dynein cargo inh = blocks dynein driven cargo transport along microtubules; 3617.4 mouse cells, GR-EGFP nuclear translocation imaging; test concentration mostly 20 µM; stimulated with dexamethasone, 1 µM; hits give low values; z-score, hits read low; hit rate 0.47% among 220,000;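 active means plate z-score of nuclear minus cytoplasmic receptor signal below a set negative limit, without overly bright fluorescence or cell loss, cut at about -3.5 in these data, passing the limit was not always enough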;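 further: z-score of nuclear minus cytoplasmic ring GR-EGFP intensity difference per well; some compounds called inactive have numbers as strong as hits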
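Buffer or medium: tetracycline-free induction medium containing charcoal-stripped FBS / Reagent: dexamethasone agonist, 1.0 µM final, for 30 min / Technique: automated 10x imaging of fixed Hoechst-stained cells / Times: induction 48 h, compound 1 h, agonist 30 min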
Autophagy HCS = autophagy modulation, high-content screen | MEF GFP-LC3 puncta imaging; test concentration mostly 10 µM | calls only at 10 µM (by protocol) | hit rate 0.98% among 190,000 | AID 463193;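 active means percentage of spot-positive cells more than 3 SD above its plate mean, without a fluorescence outlier flag or 80% toxicity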;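 further: spot-positive cell cutoff set from DMSO-treated cells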
XIAP antagonists = XIAP antagonists, biochemical, IAP family, fluorescence polarization (AID 1018). displacement, % at 20 µM; hits with a dose series show IC50 in µM. XIAP BIR domain, fluorescence polarization peptide displacement; higher % means a stronger effect. hit rate 0.007% among 200,000; in the data active means displacement above about 50%; further: a part of the inactive calls stands beside numbers as strong as those of hits
b-catenin transl = beta-catenin nuclear translocation modulation; HeLa beta-catenin nuclear translocation, immunofluorescence imaging; nuclear translocation activity, % at 5 µM; hit rate 0.3% among 190,000;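 active means nuclear translocation activity above 50% at 5 µM, with a well cell count of 50 or more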;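 further: per-cell ratio of nuclear to cytoplasmic median beta-catenin stain intensity; plate controls were DMSO negative control for no effect and GSK-3 inhibitor IX positive control for full effect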
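Test system: HeLa cells, endogenous beta-catenin; Compound: single 5 µM dose plus 0.02–20 µM confirmation series; Times: compound exposure 24 h at 37°C; Signal: fluorescence imaging of beta-catenin antibody stain plus DAPI; Read-out: % activation, nuclear-to-cytoplasmic median beta-catenin signal ratio per cell.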
CSM14.1 death rescue = protection against thapsigargin-triggered cell killing – 384-well, CSM14.1, ATP luminescence, primary screen (AID 1222). 190,000 tested, under 10 active. CSM14.1 thapsigargin-induced death rescue, ATP luminescence; higher % means a stronger effect. one-dose cellular ATP content (survival), % at 20 µM; EC50 in µM for titrated hits;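 active means EC50 below 50 µM in the dose-response confirmation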;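 further: death triggered by thapsigargin at about 15 µM added after 2 h compound pretreatment; cell ATP read after overnight thapsigargin exposure of roughly 18 to 22 hours; normalized against plate controls of thapsigargin alone and 5% DMSO vehicle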
WT yeast gro inh mutant strain = second read-out of WT yeast gro inh, no call of its own (marks repeat the call); inhibition, %; mitochondrial fusion phenotypic screen, mutant strain inhibition
Dynein cargo inh cytoplasmic EGFP = also measured in Dynein cargo inh; calls as there; z-score; measured here: cytoplasmic GR-EGFP intensity; hits give high values
Dynein cargo inh nuclear GR-EGFP = second read-out of Dynein cargo inh, no call of its own (marks repeat the call); z-score; measured here: nuclear GR-EGFP intensity;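 lower value marks the stronger effect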
Dynein cargo inh cell count = second read-out of Dynein cargo inh, no call of its own (marks repeat the call); z-score; measured here: cell count per field
Ins promoter up cell count = also measured in Ins promoter up; calls as there; cell count; measured here: cytotoxicity, nuclei count;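 total cells summed across four imaged fields per well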
Hep lipid drop cells 6.5 µM = recorded beside Hep lipid drop, whose call it bears; cell count; measured here: cell count, cytotoxicity flag;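 cells counted across two imaged fields per well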
b-catenin transl cell count 5 µM = recorded beside b-catenin transl, whose call it bears; cell count; measured here: cell count, cytotoxicity flag
MT stabilizer Hoechst-high % = further read-out of MT stabilizer, marked with its call; % Hoechst-high responders; measured here: nuclear condensation Hoechst responders;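 share of cells brighter than vehicle mean plus two SD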
MT stabilizer cytotoxicity % = also measured in MT stabilizer; calls as there; toxicity, %; measured here: cytotoxicity by cell density;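 0% = mean cell density of plate MIN control wells and 100% = no cells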
Autophagy HCS cell loss 18 h = recorded beside Autophagy HCS, whose call it bears; toxicity, %; measured here: cell loss, nuclei count;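 cell loss after 18 h compound exposure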
Starred values were filed as active, the others as inactive.

For CCC1CCCCN1C/C=C/c1ccccc1[N+](=O)[O-] (stereo not drawn) the results were MT stabilizer 1.8, WT yeast gro inh 14, Ins promoter up 0.79, Dynein cargo inh 2.5, Autophagy HCS inactive, XIAP antagonists -0.9%, b-catenin transl 1.2, CSM14.1 death rescue -1.3%, WT yeast gro inh mutant strain 3, Dynein cargo inh cytoplasmic EGFP -0.00064, Dynein cargo inh nuclear GR-EGFP 2.1, Dynein cargo inh cell count -2.4, Ins promoter up cell count 1268, b-catenin transl cell count 5 µM 1493, MT stabilizer Hoechst-high % 1.5, MT stabilizer cytotoxicity % 9.4 and Autophagy HCS cell loss 18 h 9.
`COc1ccc(NC2=C3CCCC=C3N(c3ccc(OC)cc3)C2=O)cc1` gave MT stabilizer 1.8, Hep lipid drop -35, WT yeast gro inh 43, Ins promoter up -0.24, Dynein cargo inh 1.3, Autophagy HCS inactive, XIAP antagonists -4.4%, CSM14.1 death rescue -0.3%, WT yeast gro inh mutant strain -1, Dynein cargo inh cytoplasmic EGFP -0.056, Dynein cargo inh nuclear GR-EGFP 0.88, Dynein cargo inh cell count -1.1, Ins promoter up cell count 1102, Hep lipid drop cells 6.5 µM 672, MT stabilizer Hoechst-high % 1.6, MT stabilizer cytotoxicity % 4.4 and Autophagy HCS cell loss 18 h -3.
For Cc1nonc1OCCN1CCN(c2ccccc2[N+](=O)[O-])CC1 the results were MT stabilizer 2.0, Hep lipid drop -6, WT yeast gro inh -1, Ins promoter up 0.2, Dynein cargo inh 0.11, Autophagy HCS inactive, XIAP antagonists -1.1%, b-catenin transl -0.1, CSM14.1 death rescue -1.2%, WT yeast gro inh mutant strain 15, Dynein cargo inh cytoplasmic EGFP -0.37, Dynein cargo inh nuclear GR-EGFP 0.0063, Dynein cargo inh cell count 0.49, Ins promoter up cell count 1182, Hep lipid drop cells 6.5 µM 678, b-catenin transl cell count 5 µM 1084, MT stabilizer Hoechst-high % 1.8, MT stabilizer cytotoxicity % 7.5 and Autophagy HCS cell loss 18 h 10.
O=C(Nc1ccc(-n2cnnn2)cc1)C(c1ccccc1)c1ccccc1 was read as MT stabilizer 5.0, Hep lipid drop 6, WT yeast gro inh -11, Ins promoter up 0.29, Dynein cargo inh -0.37, Autophagy HCS inactive, XIAP antagonists -42%, b-catenin transl -4.5, CSM14.1 death rescue -0.2%, WT yeast gro inh mutant strain -10, Dynein cargo inh cytoplasmic EGFP -0.29, Dynein cargo inh nuclear GR-EGFP -0.16, Dynein cargo inh cell count 0.12, Ins promoter up cell count 1582, Hep lipid drop cells 6.5 µM 681, b-catenin transl cell count 5 µM 1098, MT stabilizer Hoechst-high % 1.6, MT stabilizer cytotoxicity % 5.7 and Autophagy HCS cell loss 18 h -3.
CCCC(=O)Nc1ccc(C(=O)Nc2cc(C(F)(F)F)ccc2Cl)cc1 was read as MT stabilizer 1.0, WT yeast gro inh -6, Ins promoter up 0.14, Dynein cargo inh -0.81, Autophagy HCS inactive, XIAP antagonists -5.4%, b-catenin transl 1.3, CSM14.1 death rescue -1.1%, WT yeast gro inh mutant strain 8, Dynein cargo inh cytoplasmic EGFP -0.18, Dynein cargo inh nuclear GR-EGFP -0.8, Dynein cargo inh cell count 1.8, Ins promoter up cell count 1588, b-catenin transl cell count 5 µM 1523, MT stabilizer Hoechst-high % 1.7, MT stabilizer cytotoxicity % 13 and Autophagy HCS cell loss 18 h 4.
`O=C(NC1(C(F)(F)F)N=C2SCCN2C1=O)c1ccccc1F` (stereo not drawn) gave Hep lipid drop 1, Ins promoter up -0.19, Dynein cargo inh 0.8, b-catenin transl -1.3, Dynein cargo inh cytoplasmic EGFP -0.27, Dynein cargo inh nuclear GR-EGFP 0.36, Dynein cargo inh cell count 0.12, Ins promoter up cell count 1511, Hep lipid drop cells 6.5 µM 703 and b-catenin transl cell count 5 µM 1188.
Cc1c(Cl)cccc1Nc1ncccc1C(=O)OCC(O)CO (stereo not drawn) was read as Hep lipid drop -6, Ins promoter up 0.17, Dynein cargo inh 0.0015, b-catenin transl -0.8, Dynein cargo inh cytoplasmic EGFP -0.023, Dynein cargo inh nuclear GR-EGFP 0.6, Dynein cargo inh cell count -0.78, Ins promoter up cell count 1086, Hep lipid drop cells 6.5 µM 693 and b-catenin transl cell count 5 µM 1350.
Cc1nc2cc(C(=O)O)ccc2n1-c1ccccc1 was read as MT stabilizer 2.7, WT yeast gro inh 21, Ins promoter up 1.3, Dynein cargo inh 3.3, Autophagy HCS inactive, XIAP antagonists -0.3%, CSM14.1 death rescue 0.0%, WT yeast gro inh mutant strain 5, Dynein cargo inh cytoplasmic EGFP 0.2, Dynein cargo inh nuclear GR-EGFP 2.5, Dynein cargo inh cell count -1.6, Ins promoter up cell count 966, MT stabilizer Hoechst-high % 3.7, MT stabilizer cytotoxicity % 6.3 and Autophagy HCS cell loss 18 h 2.
Screening CC1(C)C(CO)=CC(=O)C2=C1SCC(=O)N2 returned MT stabilizer 3.8, WT yeast gro inh -7, Ins promoter up 0.23, Dynein cargo inh -0.28, Autophagy HCS inactive, XIAP antagonists -12%, CSM14.1 death rescue -4.4%, WT yeast gro inh mutant strain 2, Dynein cargo inh cytoplasmic EGFP -0.29, Dynein cargo inh nuclear GR-EGFP 0.22, Dynein cargo inh cell count 0.35, Ins promoter up cell count 1271, MT stabilizer Hoechst-high % 2.0, MT stabilizer cytotoxicity % 8.3 and Autophagy HCS cell loss 18 h 8.
For COc1cc(/C=C/C(=O)NCC(=O)N2CCC(N(C)CCN3CCOCC3)CC2)ccc1OC(C)C the results were MT stabilizer 1.9, Hep lipid drop 0, WT yeast gro inh 4, Ins promoter up 0.15, Dynein cargo inh 0.32, Autophagy HCS inactive, XIAP antagonists -6.4%, b-catenin transl -0.8, CSM14.1 death rescue 0.7%, WT yeast gro inh mutant strain -4, Dynein cargo inh cytoplasmic EGFP -0.22, Dynein cargo inh nuclear GR-EGFP 0.17, Dynein cargo inh cell count -0.45, Ins promoter up cell count 1290, Hep lipid drop cells 6.5 µM 797, b-catenin transl cell count 5 µM 1073, MT stabilizer Hoechst-high % 1.7, MT stabilizer cytotoxicity % 6.8 and Autophagy HCS cell loss 18 h 16.
For COc1ccccc1NC(=S)N/N=C/c1cccc(C)c1 the results were MT stabilizer 2.5, Hep lipid drop 26, WT yeast gro inh 1, Ins promoter up -0.34, Dynein cargo inh -0.29, Autophagy HCS inactive, XIAP antagonists -9.1%, b-catenin transl 2.3, CSM14.1 death rescue -0.7%, WT yeast gro inh mutant strain 3, Dynein cargo inh cytoplasmic EGFP -0.25, Dynein cargo inh nuclear GR-EGFP -0.15, Dynein cargo inh cell count 0.85, Ins promoter up cell count 1288, Hep lipid drop cells 6.5 µM 656, b-catenin transl cell count 5 µM 1027, MT stabilizer Hoechst-high % 1.9, MT stabilizer cytotoxicity % 3.0 and Autophagy HCS cell loss 18 h -3.
Screening CCOc1ccc2[nH]c(=O)c(CN(CCO)C(=O)c3ccc(F)cc3)cc2c1 returned MT stabilizer 2.6, WT yeast gro inh 51, Ins promoter up 0.57, Dynein cargo inh -0.45, Autophagy HCS inactive, XIAP antagonists -2.9%, b-catenin transl -1.8, CSM14.1 death rescue -0.1%, WT yeast gro inh mutant strain -5, Dynein cargo inh cytoplasmic EGFP -0.15, Dynein cargo inh nuclear GR-EGFP -0.22, Dynein cargo inh cell count 0.71, Ins promoter up cell count 1219, b-catenin transl cell count 5 µM 894, MT stabilizer Hoechst-high % 2.9, MT stabilizer cytotoxicity % 7.4 and Autophagy HCS cell loss 18 h -9.
For Cc1nc(SCC(=O)Nc2ccccn2)n[nH]1 the results were MT stabilizer 3.5, Hep lipid drop 2, WT yeast gro inh -10, Ins promoter up -0.08, Dynein cargo inh -0.027, Autophagy HCS inactive, XIAP antagonists 0.9%, b-catenin transl 2.1, CSM14.1 death rescue -0.8%, WT yeast gro inh mutant strain -16, Dynein cargo inh cytoplasmic EGFP -0.35, Dynein cargo inh nuclear GR-EGFP -0.52, Dynein cargo inh cell count 1.1, Ins promoter up cell count 1351, Hep lipid drop cells 6.5 µM 712, b-catenin transl cell count 5 µM 1101, MT stabilizer Hoechst-high % 1.6, MT stabilizer cytotoxicity % 5.7 and Autophagy HCS cell loss 18 h 9.
For CCCCOc1cccc(C(=O)NC(=S)Nc2cccc(NC(=O)c3ccccc3Cl)c2)c1 the results were MT stabilizer 2.9, Hep lipid drop -2, WT yeast gro inh 15, Ins promoter up 0.07, Dynein cargo inh 0.97, Autophagy HCS inactive, XIAP antagonists -3.1%, b-catenin transl -0.5, CSM14.1 death rescue -1.2%, WT yeast gro inh mutant strain -3, Dynein cargo inh cytoplasmic EGFP -0.21, Dynein cargo inh nuclear GR-EGFP 0.69, Dynein cargo inh cell count -0.15, Ins promoter up cell count 1092, Hep lipid drop cells 6.5 µM 615, b-catenin transl cell count 5 µM 862, MT stabilizer Hoechst-high % 3.5, MT stabilizer cytotoxicity % 2.0 and Autophagy HCS cell loss 18 h 7.
For COc1ccc(-c2noc(CCCC(=O)NCCc3ccccc3)n2)cc1OC the results were MT stabilizer 1.7, WT yeast gro inh 2, Ins promoter up 0.81, Dynein cargo inh 2.6, Autophagy HCS inactive, XIAP antagonists -4.7%, b-catenin transl -0.3, CSM14.1 death rescue 1.2%, WT yeast gro inh mutant strain 19, Dynein cargo inh cytoplasmic EGFP 0.31, Dynein cargo inh nuclear GR-EGFP 1.2, Dynein cargo inh cell count -1.5, Ins promoter up cell count 1420, b-catenin transl cell count 5 µM 1305, MT stabilizer Hoechst-high % 1.0, MT stabilizer cytotoxicity % 3.0 and Autophagy HCS cell loss 18 h 7.
